ARNT TACC3 PPI: disruptors of ARNT/TACC3 protein interaction, primary screen, biochemical, AlphaScreen, single concentration; Transforming acidic coiled-coil-containing protein 3 (Homo sapiens), Q9Y6A5; AlphaScreen His-ARNT PAS-B/GST-TACC3 binding, luminescence; TACC3 fragment carries E629A point mutation; inhibition, % at 9.99 µM; hit rate 0.66% among 390,000; AID 623870, 2012;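 active = mean inhibition of replicates at least 50% and at least half of replicates each reaching 50%; inconclusive = half or more replicates reach 50% but mean below 50%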;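 also: 0% = complete ARNT plus TACC3 wells and 100% = ARNT alone without TACC3; many hits fall short of the cut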
INS-1E GSIS act: GLuc luminescence reporter in INS-1E cells, primary screen for activators of glucose-dependent secretion of insulin; INS-1E GLuc reporter insulin secretion, 2-3 h; activation, % at 16.6 µM; hit rate 0.61% among 370,000;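 active = lowest replicate activation of at least 40%, so every replicate reaches that level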;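 also: 0% = median of neutral control wells and 100% = median of IBMX positive control wells; some compounds called inactive have numbers as strong as hits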
PAX8 inh HTS: inhibitors of PAX8-driven TPO luciferase reporter, primary screen, RMG-I cells, single concentration; SteadyGlo, 24 h; inhibition, % at 12.6 µM; hit rate 1.2% among 360,000; AID 652154, 2013;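 active = mean replicate inhibition at least 60% with every replicate also reaching 60%; inconclusive = only one of the two criteria is met; inactive = mean below 60% and not all replicates reaching 60%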;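 also: luciferase light reporting Pax8 driven TPO promoter activity; plate controls were median of neutral control wells for no effect and mitoxantrone controls for full effect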
DENV2 CPE: inhibitors of DENV2 cytopathic effect, primary screen, cell-based, plate reader, single concentration | DENV2-infected cells, cytopathic effect rescue | CPE inhibition, % at 9.99 µM | hit rate 1.7% among 350,000; in the data active = CPE inhibition above about 20%, passing the limit was not always enough; inconclusive = no clear call, values can overlap the other calls; tested in BHK-21 cells;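 also: 0% = median of neutral control wells and 100% = median of positive control wells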
CFTR F508del cor: F508del CFTR correction, initial screen, CFBE line, single point; hit rate 0.36% among 350,000; activity (quench increase), % at 7.58 µM; CFBE cells, YFP halide quenching; stimulated with forskolin plus potentiator P3; % fluorescence drop versus neutral controls;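 active = mean added fluorescence quench of at least 8% versus neutral control, with both replicates also reaching 8%; inconclusive = only one of the mean or replicate conditions met; inactive = mean below 8% and not both replicates reaching 8%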;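 also: cells transiently co-express mutant CFTR-F508del with the halide-sensitive YFP; corrector assay measuring rescue of mutant channel to the surface after 24 h compound exposure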
XiGFP reactiv: activators of inactive X chromosome reactivation, primary screen, imaging, XiGFP fibroblasts, GFP high-content imaging, set 2. activation, % at 7.58 µM. XiGFP mouse fibroblasts, % GFP-positive cells imaging, 3 d; cells co-treated with 5-aza-dC sensitizer; scaled so ellipticine positive control = 100%. hit rate 0.055% among 360,000;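 active = mean normalized replicate activation at least 10% and every replicate at or above 10%; inconclusive = only one of the two criteria met; inactive = mean below 10% and not all replicates reach 10%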;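 also: 0% = median of on-plate neutral control wells and 100% = ellipticine 6 µM median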
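assay system = SV40-immortalized XiGFP fibroblast cells, line 68-5-11 | buffer or medium = DMEM plus 5-aza-dC sensitizer | doses = single-point pinned compound dosing | times = 3-day compound exposure, then 15 min fixation at room temperature | benchmarks = positive control ellipticine, 6 µM final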
EWS-Fli block: EWS/Fli-driven NR0B1 reporter inhibitors, primary screen, A673 cells, NR0B1 luciferase, luminescence, MLPCN library. viability-normalised. inhibition, % at 12.6 µM. hit rate 0.67% among 350,000. AID 651661, 2012;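 active = mean inhibition of at least 50% after viability correction, with every replicate also passing that limit; inconclusive = mean reaches 50% but only one of two replicates passes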;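 also: firefly luciferase signal divided by Alamar Blue viability fluorescence both relative to DMSO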
ERp5 inh: inhibitors of ERp5-driven insulin aggregation, primary screen, biochemical, turbidity, absorbance 650 nm, single point; hit rate 0.05% among 350,000; 90 min; inhibition, % at 9.99 µM; Protein disulfide-isomerase A6 (Homo sapiens), Q15084;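 active = mean replicate inhibition above about 25%, with every replicate also reaching it, limit read from the data, passing the limit was not always enough; inconclusive = only one of those two criteria met; inactive = neither criterion met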
Target sequence (Q15084 whole entry, looked up): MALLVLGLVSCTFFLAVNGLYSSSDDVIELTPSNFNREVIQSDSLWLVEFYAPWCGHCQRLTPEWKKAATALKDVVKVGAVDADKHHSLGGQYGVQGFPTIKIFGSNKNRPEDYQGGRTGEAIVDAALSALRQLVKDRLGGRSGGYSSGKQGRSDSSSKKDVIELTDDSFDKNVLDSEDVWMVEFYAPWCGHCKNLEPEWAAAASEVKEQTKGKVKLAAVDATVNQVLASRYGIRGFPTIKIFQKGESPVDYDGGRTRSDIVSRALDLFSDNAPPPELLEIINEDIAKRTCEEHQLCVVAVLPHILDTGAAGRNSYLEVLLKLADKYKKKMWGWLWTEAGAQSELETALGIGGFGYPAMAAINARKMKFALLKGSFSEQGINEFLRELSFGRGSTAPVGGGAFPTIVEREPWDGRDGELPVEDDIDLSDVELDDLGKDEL
Starred values were filed as active, the others as inactive; ? = inconclusive; . = no result given.

SMILES | ARNT TACC3 PPI | INS-1E GSIS act | PAX8 inh HTS | DENV2 CPE | CFTR F508del cor | XiGFP reactiv | EWS-Fli block | ERp5 inh
CSc1ncccc1C(=O)OCC(=O)c1ccc2c(c1)NC(=O)CO2 | -7 | 7 | 3 | 0 | 0.3 | -0.1 | 4 | 2
C[C@H]1CN([C@@H](C)CO)C(=O)c2cc(C#CCC3CCCC3)cnc2O[C@@H]1CN(C)C(=O)CN(C)C | -1 | -5 | 15 | -2 | 2.5 | 0.9 | 4 | 1
Cn1c(OCc2cccnc2)nc2c1c(=O)n(Cc1ccc(F)cc1)c(=O)n2C | 0 | 22 | 18 | -2 | -2.3 | 0.1 | -9 | -1
Cc1csc(NC(=O)CSc2nc3nc(C)cc(C)n3n2)n1 | . | 14 | 26 | ? | -0.4 | 0.1 | -5 | 0
COc1ccc(NC(=O)Cn2nnc(C(=O)NCc3ccc(C)cc3)c2N)cc1Cl | 3 | 2 | -1 | -4 | 0.9 | 0.1 | . | 4
COc1cc(OC)c(/C=N/NC(=O)Cn2nc([N+](=O)[O-])cc2C)c(OC)c1 | -1 | 12 | -18 | 3 | -31 | 0.1 | 3 | 2
COc1cccc(-c2ncc3ccccc3c2COC(=O)c2ccc(Br)cc2)c1 | 1 | 8 | -15 | -5 | 0.0 | 0.0 | -12 | -6
CCOC(=O)/C(=C\c1cccc(O)c1)c1nc2sc(C)c(C)c2c(=O)[nH]1 | 12 | . | 16 | 0 | . | -0.3 | -3 | 2
COc1cccc(NC(=S)NCc2ccccn2)c1 | 32 | 27 | -67 | . | . | 0.0 | . | .
COc1ccccc1-n1c(-c2ccc(Cl)cc2)c[nH]c1=S | -1 | 0 | 15 | -1 | -2.0 | 0.0 | -21 | -4
O=C(CCC(=O)c1cccs1)NNC(=O)c1ccccc1O | -1 | -6 | 3 | 1 | 2.8 | -0.1 | 1 | -1
C[C@H]1CN([C@@H](C)CO)C(=O)c2cccc(NS(C)(=O)=O)c2O[C@@H]1CN(C)S(=O)(=O)c1cccs1 | -7 | -6 | . | -10 | 1.7 | 0.2 | 4 | 1
CCN(CC(=O)NCc1ccc(Cl)cc1)C(=O)c1c(C)noc1C | -1 | 11 | 2 | -7 | 2.6 | -0.1 | 0 | -3
Cc1cc(C)cc(NC(=S)/C(=C(\[O-])c2ccc(Cl)cc2Cl)[n+]2ccc(C(C)(C)C)cc2)c1 | -6 | 16 | 5 | -4 | 0.7 | 0.1 | -3 | 1
Nc1ccccc1C#CCCCCO | -6 | 21 | -6 | 12 | -2.9 | -0.3 | 8 | -3
CC(C)(C)OC(=O)NCCc1nnc(SCC(=O)Nc2ccc(Br)cc2)o1 | -4 | -12 | -6 | 8 | -2.3 | 0.1 | 11 | 1
Cc1ccc(S(=O)(=O)N2CCCC2CNC(=O)C(=O)NCCN2CCOCC2)cc1 (stereo not drawn) | -1 | 7 | -7 | -8 | 2.4 | -0.1 | -1 | 20
Cn1nccc1C(=O)N1CCOCC1 | 5 | 4 | -5 | 10 | -1.2 | 0.2 | 5 | 10
C[C@H](CO)N1C[C@H](C)[C@H](CN(C)Cc2ccccc2)Oc2ccc(NC(=O)Cc3ccccc3)cc2C1=O | -11 | 14 | 7 | 2 | 1.1 | 0.0 | -1 | -5
CCOC(=O)N1CCC(N2Cc3cccc(C(=O)N4CC(C)CC(C)C4)c3C2=O)CC1 (stereo not drawn) | 0 | -2 | 0 | . | . | 0.0 | . | .
O=C(C[C@H]1CC[C@H](NC(=O)c2ccncc2)[C@H](CO)O1)NCC1CCCCC1 | -3 | 12 | -12 | 3 | 1.2 | 0.0 | 1 | -1
COC(=O)[C@@H]1[C@@H](CO)[C@@H]2Cn3c(ccc(-c4ccccc4F)c3=O)[C@@H]2N1C(=O)c1cnccn1 | 4 | 5 | 4 | -2 | -1.2 | 0.0 | -2 | -1
CCc1ccc(NC(=S)N2CCCC2)cc1 | -2 | -16 | -155 | -13 | -0.6 | 0.0 | . | 0
O=c1[nH][nH]c(-c2ccccc2O)c1C(C[N+](=O)[O-])c1ccc(Br)cc1 (stereo not drawn) | . | -1 | 1 | 2 | 0.8 | 0.3 | 12 | 18
COc1ccc(OC)c(NC(=S)NCc2cccnc2)c1 | 1 | -1 | 8 | 2 | . | -0.5 | 6 | -3
Cc1cc(C(=O)NC(C)C2CC2)c(Cl)cc1Cl (stereo not drawn) | -6 | -4 | -3 | 10 | -0.4 | -0.1 | 3 | 0
COc1ccccc1C(O)c1ncc(-c2ccccc2C)[nH]1 (stereo not drawn) | . | 10 | -17 | ? | 1.6 | 0.2 | -3 | -1
OC[C@H]1O[C@@](CO)(O[C@H]2O[C@H](CO)[C@@H](O)[C@H](O)[C@H]2O)[C@@H](O[C@H]2O[C@H](CO)[C@@H](O)[C@H](O)[C@H]2O)[C@@H]1O | -3 | 0 | -18 | 9 | 4.2 | -0.3 | 4 | 0
Cc1ccccc1OCCCC(=O)NC1CCCCC1 | -5 | . | -38 | -1 | 0.3 | 0.0 | -24 | -8
COc1ccc(S(=O)(=O)N2CCCCC2)cc1NC(=O)C1CSC2(C)CCC(=O)N12 (stereo not drawn) | -5 | -7 | 14 | 20 | -1.8 | 0.3 | 5 | -15
COc1ccc(NC(=O)N(C)C[C@H]2Oc3ccc(NS(=O)(=O)c4ccc(Cl)cc4)cc3CC(=O)N([C@@H](C)CO)C[C@@H]2C)cc1 | 1 | 13 | -21 | 0 | -3.1 | 0.3 | -5 | -6
COCC(=O)N(C)C[C@@H]1Oc2cc(C3=CCCC3)ccc2S(=O)(=O)N([C@@H](C)CO)C[C@@H]1C | 10 | 23 | -17 | -6 | 0.5 | -0.4 | -14 | 5
COc1cccc(NC(=O)N[C@@H]2C=C[C@@H](CC(=O)NCc3ccccn3)O[C@H]2CO)c1 | . | 8 | 0 | -4 | 0.4 | 0.0 | -4 | 15
Cc1ccc(S(=O)(=O)N(C)C[C@H]2Oc3ccc(NS(=O)(=O)c4ccc(F)cc4)cc3C(=O)N([C@H](C)CO)C[C@H]2C)cc1 | 7 | -11 | -4 | 1 | -1.7 | -1.1 | 5 | .
C=CCNCCOCCOc1ccc(Cl)cc1C(C)(C)C | 0 | -20 | -8 | . | . | -0.1 | . | .
COc1ccc(OC)c(S(=O)(=O)N2CCC(C(=O)N3CCN(c4ccc(F)cc4)CC3)CC2)c1 | 0 | -8 | 13 | ? | -0.9 | 0.4 | . | 5
CO[C@@H]1CN(C)C(=O)c2cc(NC(=O)C3CCOCC3)ccc2OC[C@@H](C)N(C(=O)c2ccccc2)C[C@H]1C | . | 11 | . | . | -2.0 | 0.2 | 0 | .
CN(C)CCNc1nc2sc3c(c2c(=O)n1Cc1ccccc1)CCCCC3 | 12 | -23 | 10 | 3 | -0.3 | 0.0 | 26 | -1
COc1ccccc1-c1ccc2c(c1)[C@H]1[C@H](CCN1S(=O)(=O)c1ccccc1F)[C@H](CO)N2 | 31 | 8 | 81* | 23* | 2.4 | 0.0 | 6 | 1
COc1ccc(NC(=O)CSc2nccn2Cc2ccco2)c(OC)c1 | -2 | 8 | -41 | 12 | -2.0 | 0.6 | -23 | 1
CC1Cn2c(nnc2-c2cccc(Cl)c2)S1 (stereo not drawn) | 10 | -2 | 0 | -2 | 0.0 | 0.2 | 1 | 1
Cc1cccc(NC(=S)NCCc2ccc(Cl)cc2)c1C | 26 | -4 | -20 | 3 | 3.2 | 0.0 | 8 | 5
O=C(Cc1ccncc1)NCC[C@@H]1CC[C@@H](NS(=O)(=O)c2ccccc2Cl)[C@@H](CO)O1 | 3 | 16 | -1 | -5 | 2.2 | 0.4 | -2 | -3
Cc1csc(C)[n+]1CC(=O)c1ccccc1 | -4 | 2 | -8 | 1 | -0.1 | 0.0 | 2 | -1
CCSc1ccc(-c2cccc([N+](=O)[O-])c2)nn1 | -4 | 5 | -88 | 4 | -3.9 | 0.1 | -74 | 4
CC(NC(=O)COC(=O)CNC(=O)c1ccc(-c2ccccc2)cc1)c1ccccc1 (stereo not drawn) | -5 | -17 | -10 | ? | -1.5 | 0.5 | 0 | -7
O=C(COC(=O)c1cc(S(=O)(=O)N2CCOCC2)ccc1F)Nc1c(Cl)cccc1C(F)(F)F | . | -18 | -3 | 12 | -0.1 | 0.0 | -3 | -5
C[C@H]1CN([C@@H](C)CO)C(=O)c2c(c3ccccc3n2C)-c2ccccc2CO[C@@H]1CN(C)S(C)(=O)=O | -4 | 2 | . | 12 | -3.9 | -0.1 | -3 | -11
Cc1ccc(-c2cnc3c(c2)C(=O)N([C@H](C)CO)C[C@H](C)[C@@H](CN(C)C(=O)Cc2ccccc2)O3)cc1 | 0 | -27 | . | -5 | -5.0 | 3.2 | 2 | -3
O=[N+]([O-])c1ccccc1Nc1ccccc1 | 0 | -3 | 18 | -2 | 2.7 | 0.0 | -9 | 4

(list continues)
SMILES | ARNT TACC3 PPI | INS-1E GSIS act | PAX8 inh HTS | DENV2 CPE | CFTR F508del cor | XiGFP reactiv | EWS-Fli block | ERp5 inh
O=C(NC1CCCCC1)N1CC(=O)N2[C@H](CO)[C@@H](c3ccc(-c4cccnc4)cc3)[C@H]2C1 | . | 22 | . | 7 | 7.6 | 0.0 | 0 | 1
Cc1cc(C(=O)Nc2cccc3c2O[C@@H](CN(C)C(=O)Nc2ccccc2)[C@H](C)CN([C@H](C)CO)C3=O)n(C)n1 | -2 | 7 | -15 | 20 | -1.1 | -1.0 | -3 | 6
CC(C)NC(=O)N1CCCCN2[C@@H](CO)[C@H](c3ccc(C#CC4CC4)cc3)[C@@H]2C1 | -4 | -8 | -3 | 12 | 3.9 | 0.2 | -15 | 0
CCOc1ccc(NC(=O)CN(C)C2=NS(=O)(=O)c3ccccc32)cc1 | . | -3 | -15 | 0 | -3.2 | 0.0 | 1 | 0
Cc1ccc(S(=O)(=O)Nc2ccc3c(c2)C(=O)N([C@@H](C)CO)C[C@H](C)[C@@H](CN(C)Cc2ccccc2)O3)cc1 | -9 | -5 | 1 | -3 | 4.3 | -0.1 | . | 8
CSCCC(NC(N)=O)C(=O)Nc1ccc(F)c(Cl)c1 (stereo not drawn) | -5 | -18 | 2 | 2 | 2.3 | 0.2 | 1 | -3
CCOCCCNC(=O)CCS(=O)(=O)Cc1ccc(C)cc1 | 1 | 6 | . | ? | -2.5 | . | 1 | -4
C[C@H](CO)N1C[C@H](C)[C@H](CN(C)S(=O)(=O)c2cccs2)Oc2ccc(NC(=O)Cc3ccccc3)cc2C1=O | . | -14 | . | 8 | 2.3 | 0.0 | -1 | -5
O=S(=O)(N[C@H]1CC[C@@H](CCn2cc(-c3cccnc3)nn2)O[C@H]1CO)c1ccc(Cl)cc1 | 6 | 10 | 8 | 11 | -1.6 | 0.0 | 5 | 3

Source: PubChem

Not a hit list. About 4.2% of those tested had a hit in this group.
